# GALK inh: blocks human galactokinase activity | P51570 | Purified GALK, Kinase-Glo residual ATP luminescence | Potency, µM (top dose mostly 57.5 µM), without a hit: at the top dose activity change, negative = inhibition, hits mostly inhibitors | hit rate 0.007% among 270,000; note: potency is the fitted concentration of half-maximal effect; % is set by controls: 0 for no effect and ±100 for the full control effect
#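 5 nM enzyme, 35 uM ATP, 100 uM galactose, 20 mM HEPES pH8.0, 5 mM MgCl2; 1 h RT; residual ATP by Kinase-Glo Plus luminescence, qHTS format.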
# PTAP TSG101 blk: blocks PTAP/TSG101 interaction to inhibit HIV-1 budding | Potency, µM (series often up to 115 µM), inactives show top-dose activity change, negative = inhibition, actives largely listed as inhibitors | Fluorescence polarization, FITC-PTAP peptide / Tsg101 binding | 340,000 tested, under 10 active; active = well fitted inhibition curve with a large enough effect in the main read-out, with a control signal flat, not every such curve was filed as active; inconclusive = small, poorly fitted or top-dose-only effect, or effect the other way, or a change in a side signal; inactive = no such curve, though single readings can be large or run the other way; note: potency is the fitted concentration of half-maximal effect; % of control where 0% means no effect
#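 Compounds were pin-transferred onto Tsg101 binding domain (10 uM final) in HEPES pH 7.5 buffer, then FITC-PTAP peptide was added at 50 nM final. After 20 min at RT, polarization reported peptide displacement across a qHTS concentration series.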
# Giardia kill: Giardia lamblia killing; Giardia lamblia trophozoite viability; activity change, % at 7.66 µM, hits read low; hit rate 0.15% among 340,000; AID 540267; in the data active = activity change below about -80%; inconclusive = between about -30% and that limit;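 note: parasites exposed to compound for two days anaerobically before the ATP read; % is set by controls: 0 for no effect and ±100 for the full control effect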
#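 Anaerobic 48 hrs incubation at 37 deg C of 100 trophozoites/well with test compounds; ATPLite 1-Step luminescence, 15-30 min RT, reports cellular ATP as viability.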
# PKM2 activator: activators of human pyruvate kinase M2. P14618. purified PKM2, Kinase-Glo ATP luminescence, activation; response scale: 0% is enzyme alone, no compound. Potency, µM (top dose mostly 57.5 µM), without a hit: at the highest dose activation, most hits filed as activators. hit rate 0.34% among 260,000. AID 1631; note: potency is the fitted concentration of half-maximal effect; % is set by controls: 0 for no effect and ±100 for the full control effect; nearly all actives have a fitted effect of over 55% in size
#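 Purified hPK-M2 (>95% pure) converted ADP (0.1 mM final) to ATP with 0.5 mM PEP in 50 mM imidazole pH7.2, KCl, MgCl2, Tween 20, BSA; 1 h at room temperature. ATP detected by Kinase-Glo luminescence.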
# BCR signal inh: blocks chronic active B-cell receptor signaling. ABC-DLBCL IkBa-CBG/CBR reporter, luminescence ratio, 4 h. Potency, µM (titrated, usually from 46.1 µM), inactives show at the top dose ratio change, negative = lower green/red ratio, most hits filed as inhibitors. hit rate 0.05% among 340,000. AID 493014; active = well fitted inhibition curve with a large enough effect in the signal ratio, with a control signal flat, not every such curve was filed as active; inconclusive = small, poorly fitted or top-dose-only effect, or effect the other way, or a change in a side signal; the % refers to the signal ratio;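 note: potency is the fitted concentration of half-maximal effect; plate controls were basal doxycycline-induced cells for no effect and cells given 10 µM MG132 for full effect; MG132 reads +100%, hits lower the ratio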
#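 Doxycycline induced both beetle luciferases in TMD8 lymphoma cells; IKK-driven degradation limits the IkappaBalpha-fused green signal, while red luminescence normalises for cell number and nonspecific effects. Compounds tested up to 46 uM, 4 hrs.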
# S-ASM inh: inhibitors of human secretory acid sphingomyelinase; P17405; placental ASM, HMU-PC fluorogenic substrate, 60 min; Potency, µM (titrated, usually from 57.5 µM), inactives show at the top dose activity change, negative = inhibition, hits mostly inhibitors; hit rate 0.006% among 340,000; AID 504937; note: potency is the fitted concentration of half-maximal effect
#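 HMU-PC0 cleavage (9 uM final) by human placental ASM, 60 min at 37 °C following 10 min compound exposure at RT; stopped at pH 10, fluorescence Ex 386/Em 447 nm.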
# B2AR arrestin: recruits beta-arrestin to the human beta2-adrenergic receptor; beta-arrestin recruitment to beta2AR, cell-based reporter; hit rate 0.02% among 330,000; P07550; Potency, µM (titrated, usually from 46.1 µM), for the others: top-dose activation, hits mostly activators;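 note: potency is the fitted concentration of half-maximal effect; 0% = DMSO controls and full agonism = EC100 isoproterenol or metaproterenol; nearly all actives have a fitted effect of over 65% in size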
# Target sequence (P07550 whole entry, looked up): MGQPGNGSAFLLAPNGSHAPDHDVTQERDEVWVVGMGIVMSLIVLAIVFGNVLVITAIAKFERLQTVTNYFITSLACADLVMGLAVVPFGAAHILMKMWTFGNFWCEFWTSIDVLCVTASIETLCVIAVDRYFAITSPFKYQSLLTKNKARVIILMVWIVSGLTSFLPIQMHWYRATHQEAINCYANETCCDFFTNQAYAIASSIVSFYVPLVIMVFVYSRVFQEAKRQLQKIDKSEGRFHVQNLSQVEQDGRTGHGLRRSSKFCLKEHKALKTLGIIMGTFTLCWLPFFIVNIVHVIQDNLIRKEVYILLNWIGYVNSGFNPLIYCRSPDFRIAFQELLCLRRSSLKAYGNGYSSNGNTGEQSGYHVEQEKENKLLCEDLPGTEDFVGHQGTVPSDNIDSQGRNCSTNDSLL
# Tb PFK block: T. brucei PFK enzyme inhibition; O15648; T. brucei PFK, ADP-Glo luminescence; Potency, µM (highest dose often 57.5 µM), without a hit: top-dose activity, negative = inhibition, actives largely listed as inhibitors; hit rate 0.17% among 330,000; AID 485367;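 note: potency is the fitted concentration of half-maximal effect; 0% = uninhibited 1x PFK enzyme wells and -100% = no-enzyme wells; nearly all actives have a fitted effect of over 60% in size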
#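 Compounds were pin-transferred as a titration series up to 57 uM into substrate buffer (0.5 mM F6P, 0.1 mM ATP, pH 8.0), then 1.25 nM PFK was added and reactions ran 45 min before ADP-Glo detection.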
# Coupling enz: coupling enzyme interference in Giardia aldolase counter-screen. coupling enzyme system counterscreen, AmpLite Red fluorescence. activity change, negative = inhibition, % at 58.2 µM, hits read low. hit rate 0.67% among 290,000. AID 2472; in the data active = activity change below about -30%; note: % is set by controls: 0 for no effect and ±100 for the full control effect
#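 Coupling enzymes only (glyceraldehyde-3-phosphate) + compound, at 57.5 uM final, 10 min RT; add substrate/coupling/AmpLite Red mix, 20 min RT; fluorescence ex 525/em 598 nm. Actives flag coupling-system interference.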
# Menin-MLL TR inh: inhibitors of human menin-MLL interaction, mutant MLL peptide | O00255 | hit rate 0.23% among 270,000 | Menin + Texas Red MLL mutant peptide, fluorescence polarization | Potency, µM (doses to about 61.6 µM), without a hit: top-dose FP activity change, negative = inhibition, most hits filed as inhibitors; active = well fitted inhibition curve with a large enough effect in the polarisation, with a control signal flat, not every such curve was filed as active; inconclusive = small, poorly fitted or top-dose-only effect, or effect the other way, or a change in a side signal; inactive = no such curve, though single readings can be large or run the other way; the % refers to the polarisation; note: potency is the fitted concentration of half-maximal effect; % of control where 0% means no effect; many of its hits are not listed in these tables
# Target sequence (O00255 whole entry, looked up): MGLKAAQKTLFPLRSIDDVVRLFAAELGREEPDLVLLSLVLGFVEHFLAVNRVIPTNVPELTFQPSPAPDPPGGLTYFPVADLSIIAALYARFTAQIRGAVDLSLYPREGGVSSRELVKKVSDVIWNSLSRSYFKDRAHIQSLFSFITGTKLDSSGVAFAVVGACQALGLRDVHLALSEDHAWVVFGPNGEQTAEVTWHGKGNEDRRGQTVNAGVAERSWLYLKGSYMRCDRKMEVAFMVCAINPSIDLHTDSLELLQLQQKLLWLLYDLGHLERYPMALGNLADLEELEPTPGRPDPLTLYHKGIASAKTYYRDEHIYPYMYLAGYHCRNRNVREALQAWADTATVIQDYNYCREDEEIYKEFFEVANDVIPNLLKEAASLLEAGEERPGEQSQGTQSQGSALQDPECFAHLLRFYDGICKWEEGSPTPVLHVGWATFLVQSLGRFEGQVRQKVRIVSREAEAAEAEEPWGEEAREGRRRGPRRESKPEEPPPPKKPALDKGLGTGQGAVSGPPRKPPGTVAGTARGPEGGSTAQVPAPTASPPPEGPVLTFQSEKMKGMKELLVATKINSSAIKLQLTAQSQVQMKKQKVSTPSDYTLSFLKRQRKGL
# Integrin act MD: integrin-mediated muscular dystrophy alleviation activation | alpha7betagal myoblasts, beta-gal FDG fluorescence, 48 h | Potency, µM (highest dose often 38.3 µM), without a hit: top-dose activation, hits mostly activators | hit rate 0.064% among 350,000;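 note: potency is the fitted concentration of half-maximal effect; 100% = response of the positive control SU9516; nearly all actives have a fitted effect of over 60% in size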
#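 Alpha7betagal+/- myoblasts (passage 13) were plated 16-24 hr, then exposed to compounds (1:260 dilution of DMSO stock) for 48 hours at 37C. After MPER lysis, β-galactosidase reporter activity was read as FDG fluorescence (ex 480/em 540) after 30 minutes.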
# Numbers without * were called inactive; ? = inconclusive; . = not tested or not shown; [ ] = another dose, or the depositor's remark. Unless noted, calls come from the whole dose curve; as a rule, active = well fitted curve in the direction sought with a large enough effect; inconclusive = small, poorly fitted or top-dose-only effect, or another doubt; inactive = no such curve, though single readings can be large; an effect the other way counts as inactive or inconclusive.
SMILES,GALK inh,PTAP TSG101 blk,Giardia kill,PKM2 activator,BCR signal inh,S-ASM inh,B2AR arrestin,Tb PFK block,Coupling enz,Menin-MLL TR inh,Integrin act MD
COc1ccc(CCn2c(C)cc(C(=O)COC(=O)c3cnccn3)c2C)cc1,-3%,-3%,10,-1%,0%,2%,0.1%,3%,0,-1%,3%
Cn1c(=O)c2c(nc(Br)n2Cc2c(F)cccc2Cl)n(C)c1=O,6%,.,.,20%,-1%,.,-1.5%,2%,1,-2%,.
COc1ccc(C)cc1NC(=O)c1ccc(NC(=O)CC2SC(N3CCCC3)=NC2=O)cc1 (stereo not given),5%,-8%,-7,19%,-13%,0%,0.8%,2%,-8,2%,-3%
NC(=O)C1CCN(Cc2nnnn2Cc2ccco2)CC1,-2%,-1%,22,-3%,1%,-1%,0.0%,-1%,-1,4%,12%
CC(OC(=O)CNC(=O)c1ccco1)C(=O)N(C)c1ccccc1 (stereo not given),5%,0%,11,3%,2%,2%,-0.3%,-2%,0,-13%,?
CC(c1ccncn1)N(C)Cc1nc(-c2ccc(C(F)(F)F)cc2)no1 (stereo not given),1%,-5%,0,1%,-1%,0%,-0.7%,3%,-2,.,?
CCC(C)NC(=O)C1c2ccccc2Oc2ccccc21 (stereo not given),1%,-6%,-1,-8%,0%,3%,-0.6%,0%,1,.,?
c1ccc(-c2cn(-c3ccccc3)c3[n+]2CCS3)cc1,2%,-1%,-10,-5%,-9%,4%,0.5%,-1%,3,-9%,-40%
CCOc1ccccc1C(=O)NCC(=O)N1CCC(C)CC1,.,0%,0,.,?,1%,0.2%,0%,.,.,2%
C=CCn1c(SCc2cc(=O)n3ccsc3n2)nc2cc(Cl)ccc2c1=O,0%,-2%,5,11%,?,-5%,0.0%,1%,2,13%,-8%
N#CC(=C1SC=CS1)c1nc(-c2ccccc2)cs1,2%,-1%,-7,-6%,-2%,-18%,-0.9%,4%,2,?,-12%
Cc1oc2c(O)c(O)ccc2c(=O)c1-c1ccc(Cl)cc1,5%,-3%,-3,9%,?,-7%,3.7%,-13%,0,-2%,-26%
COc1cccc(NC2c3ccccc3C(=O)N2Cc2ccccc2Cl)c1 (stereo not given),5%,-1%,16,5%,?,-4%,-0.6%,-15%,-16,.,-24%
O=c1[nH][nH]c(-c2ccccc2O)c1C(C[N+](=O)[O-])c1cccc(Cl)c1 (stereo not given),0%,-3%,-10,7%,?,2%,-4.7%,14%,2,?,-14%
CCC(Sc1nc2ccccc2[nH]1)C(=O)Nc1ccc(NC(C)=O)cc1 (stereo not given),1%,1%,-18,-3%,1%,1%,0.5%,-2%,1,1%,-31%
CNC(=O)NC(=O)C(C)Oc1ccccc1F (stereo not given),0%,0%,-5,5%,?,-2%,-0.4%,-4%,5,-2%,8%
COCCCn1c(SCc2nnc(-c3ccc(OC)c(OC)c3)o2)nc2ccccc2c1=O,-5%,-10%,2,9%,-4%,-11%,0.2%,0%,2,-13%,-17%
CCn1c(SCC(=O)NNC(=O)c2ccccc2)nnc1-c1ccco1,10%,-3%,8,3%,-1%,4%,0.7%,-6%,0,2%,5%
COc1cccc(N2CCN(C(=O)c3ccc(-c4ccccc4)cc3)CC2)c1,-2%,-5%,14,13%,?,-5%,0.1%,7%,.,.,-13%
Cc1ccc(C2CC(c3ccc(Br)cc3)=NN2C(=O)CSC2=NN3CCCC(=O)N=C3S2)cc1 (stereo not given),-3%,-2%,-10,.,5%,-11%,0.1%,2%,.,.,-13%
O=C(CSc1nnc(-c2ccccn2)o1)Nc1ccccc1C(F)(F)F,-1%,-7%,3,.,?,1%,-0.1%,-2%,-3,1%,?
CN(C)c1ccc(NC(=S)c2ccccn2)cc1,.,-8%,?,-15%,?,-5%,0.2%,-19%,-7,?,11%
O=C(Nc1ccc(Cl)cc1)c1ccc(OC2CSC2)cc1,8%,-1%,16,.,-1%,0%,-0.2%,0%,0,?,16%
CSc1nccc(-c2c(-c3ccc(Cl)cc3)noc2C)n1,0%,2%,-4,-2%,-1%,-11%,0.1%,0%,6,.,-5%
CCOC(=O)c1ccc(NC(=O)c2nc[nH]c2C(=O)N2CCc3ccccc3C2)cc1,-2%,-1%,12,-1%,1%,-2%,-0.6%,3%,1,.,-6%

# Just PKM2 activator, S-ASM inh and PTAP TSG101 blk (3 entries from above):
Structure,PKM2 activator,S-ASM inh,PTAP TSG101 blk
CNC(=O)NC(=O)C(C)Oc1ccccc1F (stereo not given),5%,-2%,0%
CCOC(=O)c1ccc(NC(=O)c2nc[nH]c2C(=O)N2CCc3ccccc3C2)cc1,-1%,-2%,-1%
CN(C)c1ccc(NC(=S)c2ccccn2)cc1,-15%,-5%,-8%

# Entries shown so far that contain a CF3 group, in the order listed:
SMILES,GALK inh,PTAP TSG101 blk,Giardia kill,PKM2 activator,BCR signal inh,S-ASM inh,B2AR arrestin,Tb PFK block,Coupling enz,Menin-MLL TR inh,Integrin act MD
CC(c1ccncn1)N(C)Cc1nc(-c2ccc(C(F)(F)F)cc2)no1 (stereo not given),1%,-5%,0,1%,-1%,0%,-0.7%,3%,-2,.,?
O=C(CSc1nnc(-c2ccccn2)o1)Nc1ccccc1C(F)(F)F,-1%,-7%,3,.,?,1%,-0.1%,-2%,-3,1%,?

# Look-ups from the results shown:
# CCOc1ccccc1C(=O)NCC(=O)N1CCC(C)CC1 in Giardia kill = 0
# CC(OC(=O)CNC(=O)c1ccco1)C(=O)N(C)c1ccccc1 (stereo not given) in Tb PFK block = -2%

# Next section:
SMILES,GALK inh,PTAP TSG101 blk,Giardia kill,PKM2 activator,BCR signal inh,S-ASM inh,B2AR arrestin,Tb PFK block,Coupling enz,Menin-MLL TR inh,Integrin act MD
COc1ccc(N=Nc2ccc(O)c(P(=O)(c3ccccc3)c3ccccc3)c2)cc1,-1%,-1%,11,-3%,3%,-3%,9.5%,4%,3,.,?
Cc1ccc(C(=C2C3C=CC2C2C(=O)NC(=O)C32)c2ccc(C)cc2)cc1 (stereo not given),3%,-4%,-11,5%,?,-13%,-0.2%,1%,-1,3%,-5%
COc1ccc(CN2CCNC(=O)C2CC(=O)NC2CC(C)(C)CC(C)(C)C2)cc1OC (stereo not given),-4%,-3%,-1,.,0%,0%,-0.2%,-1%,.,.,18%
O=C1CC(c2cccc(Cl)c2)CC(O)=C1C=Nc1ccccc1 (stereo not given),-2%,0%,-12,2%,?,3%,0.2%,-4%,1,-12%,-5%
Cn1cc(S(=O)(=O)NCc2ccc(Cl)cc2)c(=O)n(C)c1=O,-1%,-3%,9,6%,0%,-4%,-0.5%,2%,-2,.,6%
N#CC1=C(N)NC(=S)C(C(N)=O)C1c1ccccc1F (stereo not given),.,0%,-5,-10%,?,4%,4.0%,-7%,2,.,-52%[inhibitor]
COc1ccccc1N1CCN(/N=C/c2ccc(Cl)c([N+](=O)[O-])c2)CC1,6%,0%,-8,-1%,8%,-1%,0.6%,-2%,-1,27%,21%
COc1ccc(/C=N/NC(=S)N[C@H]2CC3CCC2C3)cc1 (stereo not given in full),-3%,-5%,-10,-5%,?,-3%,-1.0%,-1%,-2,.,13%
Cc1ccc(NC2CCCCC2NS(=O)(=O)c2ccccc2)c(C)c1 (stereo not given),4%,-9%,-25,.,1%,-12%,0.1%,0%,.,.,6%
O=C(CCNC(=O)c1ccco1)Nc1ccc(OC(F)(F)F)cc1,-2%,-6%,8,.,-13%,-4%,0.0%,-3%,-1,.,8%
CN(C)c1ccc(/C=C/c2nc3ccccc3c(=O)n2-c2ccc(C(=O)O)cc2)cc1,-3%,?,-3,.,?,-3%,-0.1%,9%,2,?,-24%
CC(/C=C/c1ccco1)=N\NC(=O)c1cc(Cl)ccc1O,-5%,-1%,-8,1%,?,-1%,-0.1%,?,0,?,4%
Cc1nc(C)c(Oc2cccc(C(F)(F)F)c2)c(=O)[nH]1,1%,-4%,-1,-4%,-4%,3%,0.2%,19%,0,.,1%
Cc1[nH]c(=O)[nH]c(=O)c1Sc1ccccc1[N+](=O)[O-],-4%,0%,-4,-1%,-9%,4%,0.6%,1%,-2,15%,1%
O=C(c1ccccc1NS(=O)(=O)c1ccc(F)cc1F)N1CCCCC1,.,-8%,7,.,4%,-1%,-0.1%,0%,.,.,13%
O=C(COc1ccccc1)NCC(=O)NC1CCCCC1,7%,-4%,-4,0%,7%,0%,0.0%,0%,1,1%,-7%

# Source: PubChem BioAssay

# A portion of the library (hit frequency here may not be typical).
